# Screening data from PubChem.
# dFosB act: mouse delta FosB homodimer activation. P13346. purified delta FosB, TAMRA-CDK5 oligo fluorescence polarization; percent of positive-control signal above neutral wells. activation, % at 25 µM. 0.99% of 340,000 active;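 active means mean activation above about 17%, with every replicate also reaching it, limit read from the data, passing the limit was not always enough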;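 further: fluorescence polarization rise as delta FosB binds a TAMRA Cdk5 AP-1 oligo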
# CAL PDZ FP-1: blocks peptide binding to the human CAL PDZ domain. purified CAL PDZ, TMR-peptide fluorescence polarization, 1 h. inhibition, % at 24.9 µM. AID 602252. 0.92% of 300,000 active;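 active means mean inhibition of at least 30% with at least half of replicates also reaching 30%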;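 further: 0% = DMSO neutral control and 100% = excess unlabeled competitor peptide PRC23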
# NSD2 inh: inhibitors of human histone methyltransferase NSD2; O96028; 0.54% of 310,000 active; inhibition, % at 12.5 µM; AID 743445; NSD2 peptide methylation, AlphaScreen, 120 min; in the data active means inhibition above about 50%
# CAL PDZ FP-2: inhibitors of human CAL PDZ peptide binding; inhibition, % at 20 µM; Q9HD26; purified CAL PDZ, TMR-peptide fluorescence polarization, 1 h; 0.02% of 330,000 active; AID 504414;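 active means highest replicate inhibition of at least 40%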;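 further: plate controls were DMSO neutral control wells for no effect and unlabeled competitor peptide control wells for full effect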
#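 System: tagged CAL PDZ domain. Schedule: 1 h room-temperature incubation prior to read. Signal: fluorescence polarization (mP). Measure: percent inhibition from loss of millipolarization.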
# MITF TRPM1 HTS: activators of MITF-driven TRPM1 promoter activity in SK-MEL-5 cells. SK-MEL-5 TRPM1-promoter luciferase, 24 h; % of positive control, neutral wells = 0. activation, % at 12.5 µM. 0.75% of 300,000 active;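 active means mean activation of at least 80% with every replicate also reaching 80%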;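 further: 0% = neutral control wells and 100% = parthenolide positive control wells; values of inactives mirror those of a sister screen read the other way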
# PfHsp90 set2: inhibits growth of yeast expressing Plasmodium falciparum Hsp90; S. cerevisiae expressing PfHsp90, BacTiter-Glo ATP, 48 h; yeast lacking PDR1 and PDR3 efflux regulators; inhibition, % at 9.4 µM; AID 504621; 0.32% of 310,000 active;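 active means every replicate shows inhibition above about 80%, whatever the replicate mean, limit read from the data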;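 further: 0% = DMSO neutral controls and 100% = 20 µM radicicol positive controls; yeast relying on Plasmodium falciparum Hsp90 in place of its own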
# SR-BI DiI-HDL act: activators of SR-BI mediated HDL lipid uptake; CHO ldlA[mSR-BI] cells, DiI-HDL uptake fluorescence, 3 h; 100 = double the neutral-control signal; activation, % at 12.5 µM; 0.096% of 320,000 active;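 active means mean replicate activation of at least 60% and every replicate at or above 60%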;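 further: 0% = median plate neutral-control signal and 100% = twice that signal; values of inactives mirror those of a sister screen read the other way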
#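 system = CHO ldlA[mSR-BI] cells, LDL receptor-null, SR-BI overexpressing | medium = Ham's F12 with 0.5% BSA, HEPES 25 mM, pH 7.4 | probe or stimulus = DiI-HDL 10 µg/mL | compound dosing = single-point compound dose | incubation = compound exposure 3 h, 37 °C | technique = DiI fluorescence, bottom read | read-out = cell-associated DiI fluorescence as measure of HDL uptake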
# SR-BI HDL uptake: mouse SR-BI HDL lipid transfer inhibition | AID 488896 | inhibition, % at 12.5 µM | 0.96% of 320,000 active | ldlA[mSR-BI] CHO cells, DiI-HDL uptake fluorescence, 3 h | Q61009;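 active means mean replicate inhibition of at least 70% and a set share of replicates each scoring 70 or more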;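 further: 0% = median of neutral control wells and 100% = median of positive control wells; values of inactives mirror those of a sister screen read the other way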
# Target sequence (Q61009 whole entry, looked up): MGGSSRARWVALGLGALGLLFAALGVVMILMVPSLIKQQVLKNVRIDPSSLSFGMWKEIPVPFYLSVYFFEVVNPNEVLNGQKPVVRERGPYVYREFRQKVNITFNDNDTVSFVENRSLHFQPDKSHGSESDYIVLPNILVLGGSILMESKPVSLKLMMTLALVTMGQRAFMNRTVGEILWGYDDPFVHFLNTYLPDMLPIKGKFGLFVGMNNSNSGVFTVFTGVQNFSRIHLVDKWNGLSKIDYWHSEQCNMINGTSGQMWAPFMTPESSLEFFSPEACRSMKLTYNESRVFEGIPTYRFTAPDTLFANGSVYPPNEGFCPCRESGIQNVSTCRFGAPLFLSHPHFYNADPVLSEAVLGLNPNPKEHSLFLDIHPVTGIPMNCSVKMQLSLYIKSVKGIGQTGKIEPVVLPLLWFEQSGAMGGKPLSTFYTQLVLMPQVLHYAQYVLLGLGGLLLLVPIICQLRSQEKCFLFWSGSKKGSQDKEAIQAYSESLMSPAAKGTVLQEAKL
# PvdQ inh: P. aeruginosa PvdQ acylase inhibition | purified PvdQ acylase, fluorescence plate reader | inhibition, % at 10 µM | 0.063% of 340,000 active; in the data active means inhibition above about 30%, passing the limit was not always enough;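 further: 0% = vehicle neutral wells and 100% = reference inhibitor wells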
# Rtt109 Vps75: C. albicans Rtt109 histone acetyltransferase inhibition | Q5AAJ8 | purified Rtt109/Vps75, ThioGlo CoA-SH fluorescence, 4 h | inhibition, % at 34.9 µM | 0.16% of 330,000 active;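 active means inhibition of at least 50% in every replicate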
# Target sequence (Q5AAJ8 whole entry, looked up): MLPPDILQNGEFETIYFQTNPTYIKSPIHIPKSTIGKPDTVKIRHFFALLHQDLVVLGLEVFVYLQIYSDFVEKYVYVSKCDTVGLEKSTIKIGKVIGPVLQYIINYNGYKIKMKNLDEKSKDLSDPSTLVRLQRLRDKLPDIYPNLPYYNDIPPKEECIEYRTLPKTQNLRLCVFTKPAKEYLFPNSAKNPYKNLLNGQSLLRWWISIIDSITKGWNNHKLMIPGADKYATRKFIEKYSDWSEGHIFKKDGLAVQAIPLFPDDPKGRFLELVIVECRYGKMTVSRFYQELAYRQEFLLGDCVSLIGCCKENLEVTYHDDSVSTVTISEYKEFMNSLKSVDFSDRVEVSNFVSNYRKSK
# * marks the source's active call; other numbers are inactive results; . = not tested or not shown. Compounds were not picked by outcome, and some 4.3% of all compounds hit somewhere here.
Molecule	dFosB act	CAL PDZ FP-1	NSD2 inh	CAL PDZ FP-2	MITF TRPM1 HTS	PfHsp90 set2	SR-BI DiI-HDL act	SR-BI HDL uptake	PvdQ inh	Rtt109 Vps75
CC(C)C[C@@H](CO)N1CCN(Cc2cccnc2)CCC1=O	-9	-2	.	0.1	12	9	3	-3	1	6
COC(=O)c1cc(C(=O)NCc2ccccc2)c(=O)[nH]c1C	2	-5	-3	-0.4	-2	-9	-7	7	-11	5
CCO[C@@H]1OC(C(=O)NCc2ccccc2)=C[C@H](c2ccc(Br)cc2)[C@H]1CCCO	-12	-5	.	-1.1	16	14	-32	32	-10	3
O=C(NCCc1csc(-c2ccccc2)n1)c1cccs1	-6	.	.	-1.4	.	-6	5	-5	10	8
O=C(Nc1cccs1)Nc1ccc(Br)cc1F	5	-2	0	-1.8	25	21	-8	8	-3	-1
O=C(NCCCN1CCOCC1)c1coc2ccccc2c1=O	-9	-2	-5	-3.1	-1	1	-8	8	-11	5
CCCCCC(=O)Nc1ccc(S(=O)(=O)NC2=NCCCCC2)cc1	-8	0	0	-0.3	10	-14	13	-13	-17	-12
OC1(c2ccccc2)CCN(Cc2ccccc2)CC1	-6	.	-3	-0.2	1	0	2	-2	6	10
NC(=O)C1CCN(C(=O)c2ccc(F)c(S(=O)(=O)N3CCOCC3)c2)CC1	0	-1	0	0.2	5	-7	19	-19	-8	3
S=C(Nc1cc(Cl)ccc1Oc1ccccc1)N1CCN(c2ccccn2)CC1	0	1	-2	-0.7	-6	-36	-40	40	-11	1
COC(=O)c1ccc(NC(=O)CNCc2ccncc2)cc1	-9	3	0	-3.5	0	4	15	-15	-11	-7
Cc1ccccc1Cn1cc(S(=O)(=O)c2ccc(C(C)C)cc2)c(=O)c2cc3c(cc21)OCO3	-12	-5	.	-2.3	2	-17	.	.	-14	-2
O=C(CCCSc1nc2sc3c(c2c(=O)[nH]1)CCC3)NCCO	1	-11	-1	-0.8	-2	3	36	-36	-7	2
COc1ccc(C(=O)NC2CC(C)(C)Cc3c2cnn3-c2ccccc2)c(OC)c1 (configuration not stated)	-9	-7	-1	-1.2	-9	4	-45	45	-11	9
CCN(CC(=O)Nc1c(F)cccc1F)C(=O)CNC(=O)c1ccc(C)s1	-10	-1	-1	-4.5	-9	-92	12	-12	-7	-2
O=c1[nH]c(=O)c2nc3c4ccccc4c4ccccc4c3nc2[nH]1	-25	2	0	.	-13	8	-4	4	7	5
CCC1Oc2ccc(C)cc2N(CC(=O)NCc2cccs2)C1=O (configuration not stated)	-9	-1	0	-6.1	-9	-14	3	-3	-7	-1
COc1ccc(C(=O)NC(=S)NCc2ccc(-c3nc4ccccc4o3)cc2)cc1OC	-2	-4	0	-1.6	11	-23	-23	23	-11	-7
Cc1cc(C)nc(-n2ncc3c2CC(c2ccc(F)cc2)CC3=O)n1 (configuration not stated)	-5	7	-2	0.2	-1	-14	-14	14	8	6
CCOc1ccc(C2CC(c3ccc(F)cc3)n3ncnc3N2)cc1 (configuration not stated)	-5	-2	.	0.1	14	-9	4	-4	22	-1
COc1ccc(N2CC(NC(=O)N3CCN(C(=O)c4ccco4)CC3)CC2=O)cc1OC (configuration not stated)	5	8	0	-0.3	5	.	36	-36	-7	-14
Cc1oc(-c2ccc(Cl)cc2)nc1CS(=O)CC(=O)NC(C)c1ccccc1 (configuration not stated)	-9	-6	0	-2.5	-11	-19	0	0	-15	0
Cc1nc(SC(C(=O)c2ccccc2)c2ccccc2)nc2ccccc12 (configuration not stated)	-4	-3	-2	0.0	-3	17	8	-8	-5	-14
O=C(CC1C(=O)CCCC1=O)c1ccccc1	-1	-2	-5	0.7	-6	3	22	-22	-5	2
CCCNC(=O)COc1coc(CN2CCN(C(=O)c3ccco3)CC2)cc1=O	3	-3	2	-0.4	9	-7	13	-13	-9	-16
CCCCCOc1ccc(NC(=O)C(=O)NCCC2=CCCCC2)cc1	-4	-2	.	-0.9	7	5	.	15	-22	7
O=C(CSc1ccc(-c2ccc3c(c2)OCO3)nn1)Nc1nccs1	36*	4	-3	-1.0	-4	.	-7	7	-10	2
NS(=O)(=O)c1ccc(Nc2nc3ccccc3nc2NS(=O)(=O)c2cccc([N+](=O)[O-])c2)cc1	-3	13	11	-0.7	-5	31	-32	32	0	10
C/C(=N\Nc1ccc([N+](=O)[O-])cc1[N+](=O)[O-])C(C)C(C)C (configuration not stated)	3	0	24	-21	0	-10	-19	19	-5	5
Cc1c(C(=O)O)nn(-c2cccc(C(F)(F)F)c2)c(=O)c1C#N	-4	10	23	0.3	.	3	8	-8	-17	5
COc1cc2nc(C(C)(C)C)oc(=O)c2cc1OC	3	-15	10	-1.2	-10	0	11	-11	-11	-3
Cc1nc(Cl)sc1C(=O)Nc1ccc(C(C)(C)C)cc1	-4	.	-2	-0.2	65	0	-20	20	-6	5
CCCCCNC(=O)c1cc(S(=O)(=O)N2CCCC2)ccc1F	-4	-7	-2	-0.8	-9	-7	-1	1	-11	0
O=C(COC(=O)CNC(=O)c1ccccc1)Nc1ccccc1Cl	-1	-1	.	0.5	-1	3	9	-9	1	15
CC(C)=CC(=O)Nc1ccccc1Br	1	.	-1	-2.7	-14	.	-15	15	7	-5
COc1ccc(-c2noc(CCC(=O)Nc3cccnc3)n2)cc1OC	-13	-7	.	-1.0	15	48	-5	5	-7	13
Cc1cccc(NC(=O)Cn2cc(C=O)c3ccccc32)c1	-3	-3	-3	-0.9	-14	10	16	-16	2	2
O=C(NNC(=O)c1cc([N+](=O)[O-])ccc1Cl)c1cccs1	-1	-6	1	-2.0	-15	1	33	-33	14	.
Cc1ccc(NS(=O)(=O)c2ccc(NC(=O)CN(c3cc([N+](=O)[O-])ccc3C)S(C)(=O)=O)cc2)c(C)c1	-2	.	-3	-1.0	-20	-8	30	-30	-5	3
CCCOC(=O)c1ccc(-c2c(C)noc2-c2ccc(OC)cc2O)o1	-16	1	-1	-2.8	.	-29	-26	26	-12	13
CCCOc1ccc(/C=N/NC(=O)C2CC2)c(OCCC)c1	-11	-8	-4	-4.0	4	-18	.	.	-15	4
Cc1ccc(S(=O)(=O)N2CCC(=O)CC2c2ccccc2)cc1 (configuration not stated)	8	4	.	-0.4	-6	7	-16	16	-3	3
Cc1cc(Cl)ccc1NC(=O)COC(=O)c1nc2nccc(C)n2n1	-8	-3	-9	-1.5	-7	-9	3	-3	-8	6
O=C(O)c1ccc(Cl)c(NCc2cccs2)c1	-4	.	-5	-1.6	5	-5	8	-8	-15	-14
CCOC(=O)c1cnn(CCOC(=O)c2ccccc2)c1NC(=O)c1ccccc1	-3	2	-3	-1.4	4	0	14	-14	4	.
O=C(Nc1ccc(C(=O)c2ccc(C(=O)O)c(C(=O)O)c2)cc1)c1ccccc1	-5	7	0	-0.8	.	-4	20	-20	-2	-1
CCCCNCc1ccc(SC)cc1	7	9	10	-0.4	-1	-3	9	-9	8	-3
O=C1CCC(=O)N1c1ccc(NC2CCN(Cc3ccccc3)CC2)c([N+](=O)[O-])c1	6	9	0	-2.3	5	-6	.	.	-7	3
CC(C)CN(C(=O)CN1CCN(S(=O)(=O)c2ccc3ccccc3c2)CC1)c1c(N)n(CC(C)C)c(=O)[nH]c1=O	-15	-1	1	-0.2	-7	-4	-3	3	-2	4
Cc1cc(Br)ccc1-n1[nH]c(C)c(C=Nc2cccc3nsnc23)c1=O	-13	8	-3	-1.7	0	10	-77	77*	-9	5
COc1ccc(NC(=O)C(=O)NNC(=O)COc2ccc(Cl)cc2)c(OC)c1	8	-1	0	0.5	1	-24	-7	7	18	2
CCn1c(=O)n(CC(=O)Nc2cc(OC)ccc2OC)c(=O)c2ccccc21	-6	.	0	-1.6	-1	9	-11	11	8	-4
O=C(OCC1CC(c2ccccn2)=NO1)c1ccc(Br)cc1 (configuration not stated)	-3	-8	-1	-0.9	1	7	4	-4	-6	-2
O=S(=O)(c1ccc(NC(=S)NC2CCCC2)cc1)N1CCCC1	3	-5	1	-0.4	9	4	2	-2	-3	1
CN(C)C(CNc1ncccn1)c1ccccc1 (configuration not stated)	-4	2	-2	-2.4	.	0	.	.	12	13
COc1ccc(Oc2nc3ccccc3n(C)c2=O)cc1	-2	-1	.	-1.9	-12	.	17	-17	-1	23
COc1ccccc1CC(=O)N(CCC#N)CCC#N	-1	1	-5	-1.9	-8	18	.	.	-9	-4
CCOC(=O)[C@H]1[C@H]2COc3ccc(C)cc3[C@@H]2N2C(=O)c3ccccc3NC(=O)[C@@]12C	-2	-4	.	-0.6	1	-2	18	-18	-9	0
Cc1ccc(NC(=O)CCC(=O)NNC(=O)NC2CCCCC2)c(C)c1	5	.	-2	-1.1	-8	-8	15	-15	-9	-2
COc1ccccc1C(=O)NNC(=O)CCC(=O)NCc1ccccc1	-1	-3	0	-2.1	-21	-19	16	-16	-8	-3

# (continued)
Molecule	dFosB act	CAL PDZ FP-1	NSD2 inh	CAL PDZ FP-2	MITF TRPM1 HTS	PfHsp90 set2	SR-BI DiI-HDL act	SR-BI HDL uptake	PvdQ inh	Rtt109 Vps75
COc1ccc(C/C(C)=N/NC(=O)c2ccc(Cl)cc2)cc1	-5	-3	2	1.0	1	22	14	-14	-6	2
COc1ccc(NS(=O)(=O)c2cc([N+](=O)[O-])ccc2NN=Cc2ccccc2OCC(=O)O)cc1	-7	10	1	0.1	1	.	-8	8	-19	34
Cc1ccc(CCC(=O)Nc2cc(Cl)ccc2Cl)o1	-3	-4	6	-1.5	16	-1	-4	4	-12	-3
O=S1(=O)CCOC[C@H](CC2CCCCC2)N1Cc1cccc(Cl)c1	-12	0	.	-0.5	15	-17	-24	24	-17	-1
O=C1CC(CC(=O)N/N=C/c2ccccc2[N+](=O)[O-])=NN1	8	-3	2	0.1	9	-8	1	-1	-17	1
CCOC(=O)C1=C(O)C(=O)N(c2ccc(S(N)(=O)=O)cc2)C1c1ccc([N+](=O)[O-])cc1 (configuration not stated)	-2	-8	1	-3.1	9	-28	.	.	3	8

# Three entries from above, sorted by number of heavy atoms, lowest first:
Molecule	dFosB act	CAL PDZ FP-1	NSD2 inh	CAL PDZ FP-2	MITF TRPM1 HTS	PfHsp90 set2	SR-BI DiI-HDL act	SR-BI HDL uptake	PvdQ inh	Rtt109 Vps75
COC(=O)c1cc(C(=O)NCc2ccccc2)c(=O)[nH]c1C	2	-5	-3	-0.4	-2	-9	-7	7	-11	5
O=c1[nH]c(=O)c2nc3c4ccccc4c4ccccc4c3nc2[nH]1	-25	2	0	.	-13	8	-4	4	7	5
CCOc1ccc(C2CC(c3ccc(F)cc3)n3ncnc3N2)cc1 (configuration not stated)	-5	-2	.	0.1	14	-9	4	-4	22	-1
